CaV13 ICDI inh: Disruptors of the CACNA1D IQ motif to Ca2+-dependent inactivation inhibitor domain association, primary screening, Förster resonance energy transfer in intact living … | inhibition, % at 12.3 µM | hit rate 0.098% among 340,000 | HEK cells, CFP/YFP FRET ICDI-IQ, plate reader, 10 min; percent FRET-ratio fall versus neutral wells;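 active means mean replicate inhibition of at least 30% and at least 1% of replicates passing that level; inconclusive means only one of the two criteria is met; inactive means neither criterion is met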;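 further: 0% = median of the neutral control wells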
KKLEB tox: reduces viability of KKLEB cystic fibrosis airway cells. KKLEB CF airway cells viability, ATPlite luminescence, overnight; active compounds read low; cells stimulated with P. aeruginosa culture filtrate. activity change (cytotoxicity), % at 5 µM. hit rate 0.36% among 360,000. AID 602141;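 active means corrected activity change at or below -50% at 5 µM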
PDI inh: PDI (human) enzyme inhibition; inhibition, % at 10 µM; AID 588391; hit rate 0.052% among 350,000; P07237; PDI insulin aggregation turbidity, A650, 90 min;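 active means mean inhibition across replicates of 30% or more, whatever share of single replicates reach that level; inconclusive means mean inhibition below 30% while every single replicate reaches 30%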;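 further: absorbance from insulin aggregation driven by PDI reduction with DTT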
Target sequence (P07237 whole entry, looked up): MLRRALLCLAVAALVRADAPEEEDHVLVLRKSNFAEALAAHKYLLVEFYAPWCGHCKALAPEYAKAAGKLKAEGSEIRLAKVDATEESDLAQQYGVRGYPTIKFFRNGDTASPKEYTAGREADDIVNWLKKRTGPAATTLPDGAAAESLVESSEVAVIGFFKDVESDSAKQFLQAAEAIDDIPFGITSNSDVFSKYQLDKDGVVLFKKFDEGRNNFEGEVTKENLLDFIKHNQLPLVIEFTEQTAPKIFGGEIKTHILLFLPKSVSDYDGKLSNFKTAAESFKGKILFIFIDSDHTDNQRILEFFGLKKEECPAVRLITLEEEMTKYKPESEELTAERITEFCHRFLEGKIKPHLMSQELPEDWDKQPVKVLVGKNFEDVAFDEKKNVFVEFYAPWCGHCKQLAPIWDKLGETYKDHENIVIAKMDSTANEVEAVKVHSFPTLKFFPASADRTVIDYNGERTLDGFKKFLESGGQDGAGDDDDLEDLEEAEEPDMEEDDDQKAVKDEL
MITF TRPM1 inh: reduces MITF-dependent TRPM1 promoter luciferase signal; AID 488899; inhibition, % at 12.5 µM; SK-MEL-5 TRPM1 promoter luciferase, 24 h; hit rate 0.83% among 330,000;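 active means mean inhibition across replicates of 60% or more, whatever share of single replicates reaches that level; inconclusive means some that reach 60%, reason not given; inactive means mean inhibition across replicates below 60%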; further: values of inactives mirror those of a sister screen read the other way
HIF-2a block: blocks HIF-2a reporter activity. inhibition, % at 18.8 µM. hit rate 0.72% among 360,000. AID 624352. 786-0 RCC cells HIF-2a reporter, luciferase luminescence, overnight;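 active means inhibition of the luminescence signal of 40% or more relative to plate controls, in a single-dose primary screen at 18.75 µM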
NR2E3 ag-1: agonists of human NR2E3 nuclear receptor; CHO-S Gal4-NCOR/VP16-NR2E3 two-hybrid, luciferase; inhibition of corepressor binding, % at 3.98 µM; AID 602229; hit rate 0.35% among 360,000;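 active means inhibition above the mean of all tested compounds plus 3 SD, cut at about 70% in these data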;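 further: 0% = DMSO with NR2E3 transfected cells and 100% = cells lacking NR2E3 construct; higher means lower luciferase signal from less NR2E3 corepressor binding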
Target sequence (Q9Y5X4 whole entry, looked up, the tested form may be a part): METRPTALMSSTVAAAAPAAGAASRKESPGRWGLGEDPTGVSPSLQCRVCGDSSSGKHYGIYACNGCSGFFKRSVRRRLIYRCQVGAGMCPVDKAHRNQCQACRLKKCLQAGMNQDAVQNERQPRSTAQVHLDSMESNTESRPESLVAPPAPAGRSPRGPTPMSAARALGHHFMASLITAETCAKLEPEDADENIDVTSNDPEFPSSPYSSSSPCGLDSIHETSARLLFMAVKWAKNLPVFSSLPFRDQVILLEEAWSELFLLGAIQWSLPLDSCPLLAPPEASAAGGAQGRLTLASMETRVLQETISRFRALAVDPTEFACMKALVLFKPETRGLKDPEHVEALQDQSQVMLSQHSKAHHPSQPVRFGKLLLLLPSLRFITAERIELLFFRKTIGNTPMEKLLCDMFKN
Shn3 inh set2: reduces Shn3 3'UTR luciferase signal in osteoblasts; Clone20 osteoblast Shn3 3'UTR firefly luciferase, 24 h; inhibition, % at 12.5 µM; hit rate 0.52% among 360,000;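 active means mean inhibition of at least 75% with every replicate also reaching 75%; inconclusive means mean inhibition at least 75% but some replicate below; inactive means mean inhibition below 75%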;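 further: 0% = median of neutral control wells and 100% = pilot-screen positive control compound; some compounds past the cut are filed as inactive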
Vif inh: blocks HIV Vif function | hit rate 0.35% among 340,000 | inhibition, % at 7.49 µM | HEK293T cells, Vif self-association by quenched fluorescence, imaging, 24 h; in the data active means inhibition above about 50%, passing the limit was not always enough; inconclusive means no clear call, values can overlap the other calls; inactive means below about 31%; further: some results filed as inactive read as strong as hits
Peg3 prom inh: reduces Peg3 promoter-driven luciferase expression in HeLa; HeLa PEG-Prom luciferase reporter, luminescence, overnight; inhibition, % at 20 µM; hit rate 1.7% among 360,000; AID 588405;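 active means inhibition of at least 50% at 20 µM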
NR2E3 ag-2: agonists of human nuclear receptor NR2E3; inhibition of corepressor binding, % at 4.78 µM; GST-NR2E3/biotin-RetCOR TR-FRET, 1536-well; AID 2300; hit rate 0.12% among 320,000;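 active means percent inhibition above the cutoff of mean plus 3 SD of all tested compounds, set per screening campaign, cut at about 20% in these data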;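 further: 0% = DMSO wells and 100% = biotin wells as full block of FRET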
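Format: 1536-well format; test system: GST-NR2E3 and biotin-RetCOR proteins; read-out basis: percent inhibition of TR-FRET ratio; timing: 5 h incubation at 4 °C; detection: time-resolved FRET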
CF NFkB inh: cystic fibrosis NF-kB activation inhibition; AID 588850; KKLEB NF-kB-GFP reporter, PAF-induced, GFP fluorescence overnight; inhibition, % at 5 µM; hit rate 0.86% among 360,000;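 active means at least 50% inhibition at 5 µM, scaled per plate between neutral and stimulator controls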;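 further: PAF is a Pseudomonas aeruginosa culture filtrate used as stimulus; plate controls were PAF-stimulated DMSO wells for no effect and unstimulated DMSO wells for full effect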
* hit, by the source's call; ? = inconclusive; . = not tested or not shown. Rows are unselected; about 3.3% have a hit in one of these screens.

structure,HIF-2a block,NR2E3 ag-1,NR2E3 ag-2,Shn3 inh set2,Vif inh,KKLEB tox,MITF TRPM1 inh,PDI inh,CF NFkB inh,Peg3 prom inh,CaV13 ICDI inh
COC(=O)c1cc2sccc2n1Cc1ccc(C)cc1,-7.1,0.5,0.4,3.4,31.1,-4.1,-7.8,-1.3,0.9,25.0,-11.1
COC(=O)/C(C#N)=C/c1c(Oc2cccc(C)c2C)nc2ccccn2c1=O,15.1,-3.3,-2.0,-17.2,-7.7,-5.8,1.3,-0.6,-6.6,4.9,1.5
CC(=O)c1c(C)[nH]c(C(=O)OCC(=O)Nc2c(C)n(C)n(-c3ccccc3)c2=O)c1C,2.0,-15.4,.,-4.7,-2.2,17.5,10.0,-0.4,3.3,-10.7,-5.6
CCOC(CCNC(=O)c1cc(-c2cccs2)nc2ccccc12)OCC,-9.6,-1.3,-0.1,5.2,-6.8,5.0,-33.3,-2.1,-16.2,47.9,-17.8
CCNC(=O)COC(=O)C1CCN(S(=O)(=O)c2ccc3c(c2)OCCO3)CC1,22.2,1.9,2.2,-1.8,2.6,-3.2,7.9,0.7,13.4,-7.0,-5.1
CN(C)c1ccc(P(=O)(OC2CCCCC2)C(O)c2ccncc2)cc1 (stereo unspecified),12.5,16.2,0.5,-0.5,19.4,7.7,-0.2,8.9,-1.6,14.8,-3.1
CC1=CCC(Cc2nc3ccccc3o2)C1(C)C (stereo unspecified),11.2,-3.9,1.0,3.6,23.4,-7.1,-31.2,2.5,5.1,-24.4,-5.2
COc1cc(C(=O)NCCNC(=O)c2cc(OC)c(C)c(OC)c2)cc(OC)c1C,13.5,-14.8,1.7,3.6,-2.1,0.2,4.2,-4.7,15.8,-2.4,-6.9
CCOc1cc(/C=C(/NC(C)=O)C(=O)O)cc(Cl)c1OCc1cccc(Br)c1,18.6,-18.4,1.2,3.5,1.5,0.7,-9.8,10.6,10.8,-9.0,-5.6
Cc1cccc(Cl)c1NC(=S)NCCc1ccccn1,13.4,-33.1,2.5,1.2,-20.6,-2.2,-0.4,0.2,11.3,13.9,-8.9
COc1ccc(C(=O)NC(=S)Nc2cccnc2)cc1Cl,-126.0,11.4,3.6,0.9,8.3,13.0,-12.2,-8.3,-8.8,-84.2,-2.7
C/C(N)=C(/C#N)C(=O)COC(=O)Cc1coc2ccc3ccccc3c12,9.8,-6.7,-4.8,17.4,7.4,7.0,-6.9,6.4,6.5,-6.5,11.8
NC(=O)c1nsc(C(=O)N(c2cccc(F)c2)C(C(=O)NCC2CCCO2)c2cccs2)c1N (stereo unspecified),14.6,-14.5,1.6,0.3,2.7,4.7,-6.8,12.2,-15.7,-5.7,4.5
CCCc1cc(=O)oc2cc(OCC(=O)NCC3CCC(C(=O)O)CC3)ccc12 (stereo unspecified),7.0,-17.9,2.6,-7.8,-20.0,2.3,15.0,.,-7.6,12.2,.
CC[n+]1c(C)cc2c(sc3ccccc32)c1C,7.1,-2.6,.,4.5,-3.7,9.8,3.4,-3.2,2.6,14.2,-6.1
COc1ccc(N2CCN(CC(=O)c3ccc(O)c(C)c3O)CC2)cc1,10.9,18.8,2.7,23.6,3.2,-15.2,0.0,?,3.4,-3.8,-15.0
Cc1cccc(NC(=O)C2CCN(c3nccc(C)n3)CC2)c1,14.2,0.3,5.4,0.3,1.8,10.3,7.3,0.1,-0.1,5.8,-3.9
c1ccc(N2CCN(c3nccn4ccnc34)CC2)nc1,-107.8,-38.1,.,-71.3,-8.1,-18.2,.,-13.3,-26.0,-120.3,-4.3
CC(C)OC(=O)CSc1nnc(-c2ccc(Cl)cc2Cl)n1N,16.5,17.7,-0.9,22.7,1.8,1.4,-6.4,-8.5,-22.3,-3.5,-4.5
CCOC(=O)N1CCN(CCC(=O)Nc2cc(OC)cc(OC)c2)CC1,1.2,-11.9,1.5,0.9,12.2,-1.2,1.3,-3.6,1.0,19.7,-4.4

(further entries)
structure,HIF-2a block,NR2E3 ag-1,NR2E3 ag-2,Shn3 inh set2,Vif inh,KKLEB tox,MITF TRPM1 inh,PDI inh,CF NFkB inh,Peg3 prom inh,CaV13 ICDI inh
COCCN1CCC(CO)C1 (stereo unspecified),2.9,10.9,.,83.6,0.9,19.3,12.3,15.2,-5.5,-0.3,-6.6
CCOC(=O)CNC(=O)CSc1nc(N)cc(N)n1,24.5,-6.0,4.9,-19.2,4.7,0.9,3.3,21.2,-3.8,17.6,-5.4
CCSc1nnc(SCC(=O)NC2CCCCC2)s1,5.2,-13.8,1.7,-6.8,-7.9,15.6,6.2,7.9,-1.9,1.2,-4.8
Cc1ccc(NC(=O)CN2C(=O)COc3ccc(S(=O)(=O)N4CCCC4)cc32)cc1C,7.2,-15.6,0.1,9.2,8.3,6.8,8.6,11.1,-8.5,-5.8,-2.9
CCN(CC)c1ccc(-c2n[nH]c(=S)n2-c2ccccc2C)cc1,16.8,-42.8,4.1,-6.4,4.5,-8.1,10.0,3.3,1.1,29.7,-2.1
O=C(c1ccc2c(c1)OCCO2)C1CCN(C(=O)Nc2ccccc2F)CC1,-9.9,-22.5,4.3,6.1,2.8,-1.5,4.4,-0.8,-6.9,15.8,-7.1
OC(CN1CCN(c2ccccc2F)CC1)c1ccc(F)cc1 (stereo unspecified),3.1,-25.4,-1.3,-4.2,-4.0,5.2,-8.8,-0.8,-14.5,-22.7,-4.3
COc1ccc(OCc2cn(CC(=O)c3ccc(O)cc3)nn2)cc1,0.3,-38.8,.,-16.8,-1.5,8.1,0.2,4.1,-8.4,-23.2,-2.7
COc1ccc(OC)c(NC(=O)COC(=O)CN2C(=O)NC3(CCCC3)C2=O)c1,9.1,2.1,-0.6,-5.5,3.6,-7.6,0.3,9.5,-6.2,2.1,-3.3
CC1CC(C)CN(C(=O)C(C)N2CCN(S(=O)(=O)c3ccccc3F)CC2)C1 (stereo unspecified),7.4,-10.8,.,12.7,5.0,0.5,-16.8,-9.9,0.7,0.5,-16.8
CCOC(=O)[C@H]1[C@H]2COc3ccc(Br)cc3[C@@H]2N2C(=O)c3ccc(Cl)cc3NC(=O)[C@@]12C,4.1,14.4,1.5,17.5,2.0,4.4,-3.6,6.8,4.8,20.2,-4.5
CCC(C)[C@H](NC(=O)[C@@H]1Cc2c([nH]c3ccccc23)C2c3ccccc3C(=O)N21)C(=O)N1CCC[C@@H]1C(=O)O (stereo partly specified),17.1,-21.4,-2.4,-13.8,-3.3,-1.9,10.9,.,-33.2,-3.4,.
Cn1c(=O)c2c(nc(N3CCCCC3)n2CCNC2=NCCC2)n(C)c1=O,7.9,-23.8,-0.6,-12.1,-2.3,7.2,-11.6,-3.1,-1.5,6.6,.
CSc1cc(-c2ccc(Cl)cc2)c(C(=O)N2CCCC2)s1,17.8,0.8,5.4,2.8,-7.8,2.4,16.5,-5.0,3.6,27.3,0.2
COc1ccc(-c2cn[nH]c2-c2ccc(OCC(=O)NN)cc2O)cc1OC,12.8,6.2,-0.5,11.6,-5.7,-2.5,0.8,-0.6,13.0,2.9,-1.1
CCOP(=O)(OCC)C(NC(C)=O)C(=O)c1ccccc1 (stereo unspecified),3.9,12.1,0.3,-2.2,-0.9,-2.6,3.7,9.8,-14.6,0.9,-4.2
CSc1ccccc1C(=O)N1CCC(CCC(=O)NC2CC2)CC1,6.5,2.1,2.1,8.0,-2.8,0.4,4.3,-5.6,11.7,-1.3,-5.1
COc1ccc(N2CCN(C(=O)CCNC(=O)c3ccc(C(C)(C)C)cc3)CC2)cc1,-1.2,-17.6,-6.0,20.9,-5.1,-0.3,-4.2,-3.5,8.3,-76.3,-5.0
CC1(c2ccccc2)NC(=O)N(CC(=O)NNC(=O)c2ccccc2F)C1=O (stereo unspecified),11.9,-14.7,.,-2.9,-1.4,14.0,-1.2,-4.7,-3.8,-5.2,-1.7
Cc1nnc(N/N=C/C2CC=CCC2)[nH]c1=O (stereo unspecified),15.2,-12.3,2.1,-13.8,-4.4,1.5,15.2,1.3,-22.5,4.6,-4.2

Remaining list, next part:
structure,HIF-2a block,NR2E3 ag-1,NR2E3 ag-2,Shn3 inh set2,Vif inh,KKLEB tox,MITF TRPM1 inh,PDI inh,CF NFkB inh,Peg3 prom inh,CaV13 ICDI inh
Cc1ccc(CCNC(=O)CS(=O)Cc2nc(-c3cccs3)oc2C)cc1 (stereo unspecified),12.7,26.5,0.3,-16.7,21.4,-3.0,11.1,0.0,-5.6,-0.7,-6.3
CCCCOc1cccc(/C=C(\C#N)C(=O)NC2CC2)c1,11.6,-14.6,4.3,8.3,-4.0,4.6,15.6,-7.3,-13.7,1.3,-5.9
O=C(Nc1ccc(F)cc1F)Nc1csc2ccccc12,-253.3,-72.8,-1.9,-29.5,-7.2,10.2,.,0.5,9.4,-127.6,-13.6
Cc1cccc(C(=O)Nc2ccc(S(=O)(=O)Nc3nc(C)cc(C)n3)cc2)c1,20.4,-15.2,-2.3,-4.5,-2.3,9.7,3.6,-11.2,10.0,9.2,-19.8
CNC(=O)NC(=O)COC(=O)/C=C/c1cccc(Br)c1,21.0,-25.6,-0.9,4.0,8.8,-1.5,14.2,6.1,0.7,43.3,0.0
Cc1[nH]c2ccccc2c1C(=O)CN1CCCC1,7.6,-3.1,2.0,0.9,5.9,-5.8,2.0,3.6,-4.9,12.3,-8.0
O=C1c2ccccc2C(=O)C1c1nccc2ccccc12,2.7,-175.7,0.6,0.2,-21.6,-65.4*,55.4,-2.9,-144.0,87.6*,-5.7

Screens deposited in PubChem BioAssay by several laboratories.
